Bioassay records (PubChem BioAssay)
UTI89 phage lysis = inhibition of K1F phage lysis, E. coli UTI89, bacterial capsule biogenesis inhibitors, alamar blue (AID 488966). E. coli UTI89 K1F phage lysis, alamar blue, 2 h; higher % means a stronger effect. inhibition, % at 100 µM; hits with a dose series show IC50 in µM. 0.02% of 340,000 active;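 active = phage lysis inhibition, versus mean bacterial control, above a set limit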;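 also: capsule biogenesis inhibitors block K1F phage lysis so surviving cells raise fluorescence; higher fluorescence means more inhibition of phage lysis; actives were called in the ten point dose series up to 300 µM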
Active calls of the source: *; i = inactive; [ ] = another dose, or the depositor's remark.

nr	SMILES	UTI89 phage lysis
1	COC(=O)CNC(=O)C1CCN(S(=O)(=O)c2cccc3nsnc23)CC1	-0.2%
2	CCC(=O)N1CCc2cc(S(=O)(=O)NCCC(=O)N3CCN(c4cccc(C)c4)C(C)C3)ccc21 (stereo not given)	0.5%
3	CC1CCCCC1NC(=O)CCCCn1c(=O)[nH]c2ccsc2c1=O (stereo not given)	0.3%
4	Cc1ccc(S(=O)(=O)N2CCOC23CCN(C(=O)c2ccc(Cl)cc2Cl)CC3)cc1	-0.2%
5	O=C1N(c2ccccc2C(F)(F)F)OC1(Cc1ccccc1)c1ccccc1 (stereo not given)	1.7%
6	CCN1C(=O)NC(c2ccccc2)(c2ccccc2)C1=O	0.2%
7	C[C@H](NS(=O)(=O)c1ccc(Cl)cc1)C(=O)OCC(=O)N1CCOCC1	0.7%[50 µM]
8	O=c1[nH]cnc2onc(-c3ccc(F)cc3)c12	0.4%
9	O=C(CN1CCN(c2ccc(O)cc2)CC1)Nc1ccc(S(=O)(=O)N2CCCC2)cc1	i
10	O=C(COc1ccccc1F)Nc1ccc(N2CCOCC2)cc1N1CCOCC1	0.5%[50 µM]

Of the compounds above, these have sulfur.
nr	SMILES	UTI89 phage lysis
1	COC(=O)CNC(=O)C1CCN(S(=O)(=O)c2cccc3nsnc23)CC1	-0.2%
2	CCC(=O)N1CCc2cc(S(=O)(=O)NCCC(=O)N3CCN(c4cccc(C)c4)C(C)C3)ccc21 (stereo not given)	0.5%
3	CC1CCCCC1NC(=O)CCCCn1c(=O)[nH]c2ccsc2c1=O (stereo not given)	0.3%
4	Cc1ccc(S(=O)(=O)N2CCOC23CCN(C(=O)c2ccc(Cl)cc2Cl)CC3)cc1	-0.2%
7	C[C@H](NS(=O)(=O)c1ccc(Cl)cc1)C(=O)OCC(=O)N1CCOCC1	0.7%[50 µM]
9	O=C(CN1CCN(c2ccc(O)cc2)CC1)Nc1ccc(S(=O)(=O)N2CCCC2)cc1	i

The results go on.
nr	SMILES	UTI89 phage lysis
11	Cn1cccc1C(=O)NCCc1ccc(Cl)cc1	0.1%
12	CCOC(=O)N1CCN(C(=O)COC(=O)c2ccc(N(C)C)cc2)CC1	0.5%[50 µM]
13	O=C(CN1C(=O)c2cccc([N+](=O)[O-])c2C1=O)OCC(=O)N1CCCCC1	0.5%[50 µM]
14	Cc1cccc(NS(=O)(=O)c2ccc(C(=O)NCC(C)(C)N3CCOCC3)cc2)c1C	-0.1%
15	Cc1ccc(C(=O)c2c3ccccc3[n+]([O-])n2CCC(N)=O)cc1	2.1%
16	COc1ccc(C(=O)COC(=O)c2n[nH]c3ccccc23)c(OC)c1	0.3%[50 µM]
17	COc1c(O)cccc1[C@H](O)C1CCN(CCc2ccc(F)cc2)CC1	1.1%
18	O=C(CSc1ccc(Br)cc1)NCC(c1ccco1)N1CCCCC1 (stereo not given)	0.9%[50 µM]
19	Cc1ccc(CNC(=O)C2CCN(S(=O)(=O)c3cccnc3)CC2)cc1	-0.2%
20	O=C(NCC1CCCO1)c1cc2ccccc2cc1O (stereo not given)	0.7%[50 µM]
21	CO/N=C/C(c1ncc(C(F)(F)F)cc1Cl)S(=O)(=O)c1ccccc1 (stereo not given)	-0.2%
22	Cc1cc(O)cc(=O)n1Cc1ccccc1	-0.2%
23	COc1cccc(C(=O)NCCS(=O)(=O)N2CCCCC2)c1	0.8%[50 µM]
24	CC(C)(C)c1ccc(C(=O)NCCC(=O)NNC(=O)COc2ccccc2F)cc1	1.1%
25	Cc1cccc(C(=O)OCC(=O)Nc2c(C)n(C)n(-c3ccccc3)c2=O)c1O	1.1%[50 µM]
26	Cc1ccc([C@@H]2[C@@H]3C(=O)N(C)C(=O)[C@@H]3[C@]3(C)C(=O)N(Cc4ccccc4)CC(=O)N23)o1	0.1%
27	CCN(CC)C(=O)c1sc(NC(=S)N2CCN(C(=O)C3CCCO3)CC2)c(C(=O)OC)c1C (stereo not given)	-0.2%
28	COc1ccc(C(=O)C2CCCN(C(=O)c3ccc(OC)o3)C2)c(C)c1 (stereo not given)	-0.2%
29	CCNC(=O)C(=O)N1CCC2(CC1)OCCN2S(=O)(=O)c1ccc(C)cc1	0.8%[50 µM]
30	O=C(c1cccc(S(=O)(=O)Nc2ccc(F)cc2)c1)N1CCCC1	0.7%[50 µM]
31	Clc1ccc(C=NNc2ccccn2)c(Cl)c1	1.8%
32	O=C(CCc1nnc2ccc(NCc3ccc(F)cc3)nn12)NC1CCCC1	0.3%
33	CCOC(=O)C1(Cc2ccc(Cl)cc2)CCN(C(C)Cc2ccc(O)c(OC)c2)CC1 (stereo not given)	0.5%
34	O=C(NCc1ccccc1F)C1CCCN(c2cnccn2)C1 (stereo not given)	-4.5%
35	CC(OC(=O)C1CCN(S(=O)(=O)c2ccc3c(c2)OCCO3)CC1)C(=O)NC1(C#N)CCCCC1 (stereo not given)	0.2%[50 µM]
36	COc1ccc(Cl)cc1NC(=O)CCN1C(=O)C2C3C=CC(C4CC34)C2C1=O (stereo not given)	-0.1%
37	CCOC(=O)c1ccc(N(CC(=O)NCC2CCCO2)C(=O)CCC(=O)Nc2cc(C)on2)cc1 (stereo not given)	1.3%
38	Cc1ccccc1-n1ncc2c1CC(C)(C)CC2NC(=O)c1cn[nH]c1C (stereo not given)	0.0%
39	Cc1ccc(/C=C2\C(=N)N3N=C(CC(=O)N4CCCCC4)SC3=NC2=O)cc1	0.2%
40	COc1ccccc1NC1CCCCC1NS(=O)(=O)c1ccccc1 (stereo not given)	0.2%

Continued (2 carried over from the part before).
nr	SMILES	UTI89 phage lysis
39	Cc1ccc(/C=C2\C(=N)N3N=C(CC(=O)N4CCCCC4)SC3=NC2=O)cc1	0.2%
40	COc1ccccc1NC1CCCCC1NS(=O)(=O)c1ccccc1 (stereo not given)	0.2%
41	COc1cccc(CNC(=O)[C@@H](C)N2C(=O)N3CCc4c([nH]c5ccc(OC)cc45)C3(C)C2=O)c1 (stereo not given in full)	-7.9%
42	CCCN(CCC)CCCNC(=O)Cn1cnc2sc(C)c(S(=O)(=O)N3CCOCC3)c2c1=O	0.2%
43	COc1cccc(CC(=O)OCC(=O)N(C)CC(=O)Nc2ccc(Cl)c(C(F)(F)F)c2)c1	-1.9%[50 µM]
44	O=S(=O)(Nc1cccc(S(=O)(=O)N2CCCC2)c1)c1cccs1	-4.1%
45	CCN(CC)S(=O)(=O)c1ccc(C(=O)Nc2cc(S(=O)(=O)N3CCOCC3)ccc2N2CCN(C)CC2)cc1	2.3%
46	COc1ccc(C)cc1S(=O)(=O)NC1CCCCCC1	0.4%[50 µM]
47	CCOc1cc(NC(=O)C2CC2)c(OCC)cc1NC(=O)c1cccc(F)c1	0.3%
48	COc1ccc(NC(=O)c2cccc(S(=O)(=O)NCc3ccccc3)c2)cc1S(N)(=O)=O	0.2%[50 µM]
49	N=C1/C(=C/c2ccco2)C(=O)N=C2SC(CC(=O)N3CCCC3)=NN12	0.0%
50	O=S(=O)(c1cccs1)N1CCN(Cc2cccc(F)c2)CC1	0.0%
51	O=C(CN(C(=O)c1csnn1)c1cccc(Cl)c1)NCCc1ccccc1	-0.1%
52	COc1ccccc1N1CCN(C(=O)c2cccc(C(=O)N3CCN(c4ccccc4OC)CC3)c2)CC1	14%
53	COc1ccccc1/C=C/c1nc(S(=O)(=O)c2ccccc2)c(N(C)C)o1	-0.1%
54	CN(CC(=O)Nc1ccc(Cl)cc1)C(=O)c1ccc(COc2ccccc2)cc1	0.3%[50 µM]
55	O=C(Cc1ccc(F)cc1)N[C@@H]1c2ccccc2CC[C@H]1OCc1ccccc1	1.1%
56	COc1ccc(CCNC(=O)CSc2ccc3nnc(CCNC(=O)c4ccccc4)n3n2)cc1OC	-0.2%[50 µM]
57	COc1ccc(CN2C(=O)C(C)Nc3ncnc(N4CCOCC4)c32)cc1 (stereo not given)	-0.3%
58	O=C(Nc1nc2ccccc2s1)c1cccc(N2C(=O)CCC2=O)c1	1.6%[50 µM]
59	O=C(CN1C(=O)NC2(CCCC2)C1=O)NNC(=O)c1ccc(Br)cc1	-2.3%
60	COc1cccc(/C=C/C(=O)OCC(=O)NC(=O)NC2CCCC2)c1	1.1%
61	Cc1cc(=O)[nH]c(SCC(=O)NCc2ccc3c(c2)OCO3)n1	0.0%
62	O=C(COC(=O)c1ncc(Cl)c(Cl)c1Cl)NCc1ccccc1	0.6%[50 µM]
63	O=C(COC(=O)c1ccc(NC(=O)C2CC=CCC2C(=O)O)cc1)c1ccccc1 (stereo not given)	0.4%
64	COc1cc2c(cc1NC(=O)C(Cl)Cl)-c1ccc(NC(=O)C(Cl)Cl)cc1C2	i
65	COc1ccc(-c2nonc2NC(=O)c2oc3ccc(F)cc3c2C)cc1OC	0.2%
66	COc1cc(/C=C/C(=O)OCN2C(=O)c3ccccc3C2=O)ccc1OC(F)F	2.6%[50 µM]
67	O=C(Cc1ccccc1F)Nc1ccc(S(=O)(=O)N2CCCCC2)cc1	-0.2%
68	O=C(NC(=S)Nc1ccc(Br)cc1)C1CCC1	0.2%
69	Cc1c(C(C)(C)O)[nH]c2ccc(C#N)cc12	0.2%
70	CC(Oc1cccc2ccccc12)C(=O)N/N=C/c1cccnc1 (stereo not given)	0.0%
71	COc1ccc(OC)c(N(CC(=O)NCCc2ccc(OC)c(OC)c2)S(=O)(=O)c2ccccc2)c1	0.1%
72	CCc1cc(=O)oc2c3c(cc(OCC(=O)NCCCn4ccnc4)c12)OC(C)(C)CC3	1.2%
73	COc1ccc(S(=O)(=O)N2CCOCC2)cc1NC(=O)Cc1cccs1	0.8%[50 µM]
74	Cc1ccc(C(=O)Nc2nc3ccccc3[nH]2)cc1	-0.1%
75	Cn1cc(CN2CCC(C(=O)Nc3ccc(Oc4ccccc4F)cc3)CC2)cn1	0.5%
76	CSCC[C@H](NS(=O)(=O)c1ccc(C(C)=O)cc1)c1nnc2ccccn12	0.2%
77	CCOC(=O)[C@H]1[C@H]2COc3ccc(C)cc3[C@@H]2N2C(=O)c3ccccc3NC(=O)[C@@]12C	1.1%
78	CC1CC(C)CN(C(=O)COC(=O)c2ccc3ncsc3c2)C1 (stereo not given)	-1.1%
79	CCS(=O)(=O)C1=NN2C(=N)/C(=C\c3ccc(OC(=O)c4ccco4)c(OC)c3)C(=O)N=C2S1	0.1%
80	Cc1ccccc1C(=O)Nc1cc(C(F)(F)F)ccc1-n1cncn1	0.0%[50 µM]
81	O=S(=O)(c1ccccc1)[C@@]1(c2ccccc2)C[C@@H]2ON=C(c3cccc(Br)c3)[C@@H]2C1	1.2%
82	NS(=O)(=O)c1ccc(CCNC(=O)c2ccc3c(c2)OCO3)cc1	-0.2%
83	Cc1ccc(C)c(N2CCN(C(=O)CCc3nc(-c4ccccc4C)no3)CC2)c1	-0.2%
84	COc1ccc(CCNC(=O)C2CCN(C(=O)c3ccc(Cl)cc3)CC2)cc1OC	0.1%
85	COc1ccc(C2=NN(c3ccccc3)C(c3ccc(OC)c(OC)c3)C2)cc1 (stereo not given)	0.2%
86	O=S1(=O)NC(C2CC2c2ccccc2)CCO1 (stereo not given)	2.1%
87	Cc1ccc(S(=O)(=O)N(C)S(=O)(=O)c2ccc(C)cc2)cc1	-0.2%
88	O=C(COc1ccccc1Br)NCCC1=CCCCC1	0.1%[50 µM]
89	COc1ccc(CN(C)C(=O)CNC(=O)c2ccc3ccccc3c2)c(OC)c1	-0.1%
90	CC(=O)c1c(C)[nH]c(C(=O)NNC(=O)COc2ccc(Cl)cc2C)c1C	-0.2%[50 µM]

New compounds follow
nr	SMILES	UTI89 phage lysis
91	O=C(O)CSc1cc(NS(=O)(=O)c2ccc(Cl)cc2)c2ccccc2c1O	0.1%
92	O=C(Nc1ccc(NS(=O)(=O)c2ccccc2)cc1)c1ccccc1	0.3%
93	Cc1ccc(C(=O)OCC(=O)NCCNC(=O)COC(=O)c2ccc(C)s2)s1	0.8%[50 µM]
94	COC(=O)c1cc2c(n1S(=O)(=O)c1ccc(C)cc1)C(=O)C(=O)c1[nH]cc(C(=O)OCc3ccccc3)c1-2	5.0%
95	CNc1ccc(OC)cc1-n1cnc(-c2ccc([N+](=O)[O-])cc2)c1	5.7%
96	COc1ccc(-c2oc3cccnc3c2C#CC2(O)CCCCC2)cc1	-0.7%
97	COc1ccc(C(=S)N2CCOCC2)cc1OC(=O)c1ccccc1	0.1%
98	Cc1ccc(CC(NC(=O)C2CCCCC2)C(=O)O)cc1 (stereo not given)	0.5%
99	O=S(=O)(Nc1cc(S(=O)(=O)N2CCOCC2)ccc1NCC1CCCO1)c1ccc(F)cc1 (stereo not given)	0.4%[50 µM]
100	CN(CC(=O)Nc1cc(Cl)ccc1C#N)C1CCS(=O)(=O)C1 (stereo not given)	0.8%[50 µM]
101	O=C1CCN(Cc2ccc(Br)cc2)CCN1CCO	0.6%
102	CCC(C)c1ccccc1O (stereo not given)	-1.1%
103	CC(C)[C@H](NC(=O)c1c(F)cccc1F)C(=O)N1CCN(c2ccc(F)cc2)CC1	-0.3%
104	COc1ccccc1C(=O)NC(=O)COC(=O)c1ccc(Cl)nc1	0.8%[50 µM]
105	O=C(CCCOc1ccc(Cl)cc1)NC1CCCCC1	-0.1%
106	O=c1ccc2cc(S(=O)(=O)N3CCN(c4ccccc4F)CC3)ccc2o1	-0.5%
107	COc1ccc(CNC(=O)C(C)N2CCN(c3ccc(C(C)=O)cc3)CC2)cc1 (stereo not given)	0.6%
108	O=C(Nc1ncc2c(n1)CC(c1ccc(Cl)cc1)CC2=O)c1ccco1 (stereo not given)	0.8%
109	CNC(=S)N1CCC(Cc2ccccc2)CC1	0.1%
110	Cc1ccc(S(=O)(=O)NCC(=O)NCC2COc3ccccc3O2)cc1C (stereo not given)	-0.1%[50 µM]
111	Cc1ccc(S(=O)(=O)N2CCOCC2)cc1NC(=O)COC(=O)C1=COCCO1	1.8%[50 µM]
112	Cc1ccc(S(=O)(=O)N(CC(=O)NC2CC2)c2ccc(C)c(Cl)c2)cc1	-0.2%
113	CC(=O)c1c(O)c2ccccc2n(Cc2ccccc2)c1=O	0.8%[50 µM]

An excerpt. The share of hits here may be higher or lower than overall.
